NCI-60 one-dose screen, 48 h, at 10 µM unless noted. Numbers give growth in % (100 = growth as untreated, 0 = no growth, -100 = all killed).
DU-145 = DU-145 prostate cancer; 4.2% of 81,000 active; AID 1794760
SF-295 = SF-295 CNS cancer cells. 5.6% of 79,000 active
PC-3 = PC-3 prostate cancer cells; 3.9% of 80,000 active
SF-539 = SF-539 CNS cancer; AID 1794752; 6.8% of 81,000 active
SF-268 = SF-268 CNS cancer cells; 3.1% of 82,000 active
786-0 = 786-0 renal cancer cells | AID 1794775 | 5.1% of 81,000 active
U251 = U251 CNS tumor cells | 5.4% of 80,000 active | AID 1794753
UO-31 = UO-31 renal cancer; 5.2% of 81,000 active
SN12C = SN12C renal cancer cells; 3.8% of 81,000 active
* hit, by the source's call; . = no result given; & = joins results of further samples. Rule for the calls: active = growth percent below 10; inactive = the rest.

SMILES	DU-145	SF-295	PC-3	SF-539	SF-268	786-0	U251	UO-31	SN12C
COC(C(=O)[C@@H](O)[C@@H](C)O)[C@@H]1Cc2cc3cc(O[C@H]4C[C@@H](O[C@H]5C[C@@H](O)[C@H](O)C(C)O5)[C@H](O)C(C)O4)cc(O)c3c(O)c2C(=O)[C@H]1O[C@H]1C[C@@H](O[C@H]2C[C@@H](O[C@H]3C[C@@H](OC)[C@H](O)C(C)O3)[C@@H](O)C(C)O2)[C@H](O)C(C)O1 (stereo partly specified)	54	31	42	38	50	51	26	65	33
CN1C(=O)N(C)C2NC(N/N=C/c3ccc([N+](=O)[O-])cc3)=NC21 (stereo unspecified)	114	102	95	99	95	100	97	89	102
Nc1c(C(=O)Nc2ccccc2Cl)sc2nc3c(cc12)C(O)CCC3 (stereo unspecified)	14	23	37	3.9*	66	48	29	57	60
c1ccc(C2=C(c3ccccc3)C(c3ccccc3)=C(c3ccccc3)C2)cc1	113	93	92	97	104	96	100	72	90
NC1=NCc2nc3ccccc3c(=O)n2C1	113	96	112	107	112	98	103	70	98
COc1ccc(NC(=O)N2CCN(c3nc(-c4ccc(C)cc4)nc4ccccc34)CC2)cc1	82	75	64	97	71	67	74	52	80
CCS(=O)(=O)c1ccc(C(=O)NN)cc1	108&108	101&101	93&87	98&95	107&98	103&103	101&102	93&97	98&99
C=CC(=O)Nc1cccc(-c2nc(SC)nc(NCCc3ccc(OC)c(OC)c3)c2C#N)c1	57	43	53	66	62	68	.	45	48
CC(=O)O[C@H]1C[C@@]2(C)[C@@H](C/C(=N/O)[C@H]3[C@@]4(C)CCNC(=O)[C@@H](C)[C@@H]4CC[C@@]32C)/C1=C(\CCC=C(C)C)C(=O)O	102	103	98	102	100	95	96	85	99
Cc1ccc(C2=NN3C(C2)c2ccccc2OC32C(=O)Nc3ccc(Br)cc32)o1 (stereo unspecified)	107	101	.	104	102	108	103	89	101
CC(C)OC(=O)c1ccc2n1CCc1cnc(Nc3ccccc3)nc1-2	84	90	78	87	97	91	86	71	82
COc1ccc(/C=C2\CN(C(=O)C(Cl)Cl)C/C(=C\c3ccc(OC)c(OC)c3)C2=O)cc1OC	-16*	-40*	-7.2*	-24*	18	-95*	-17*	-99*	-61*
O=C(O)c1ccc(F)cc1F	109	102	91	100	103	98	109	99	104
Cc1ccccc1-c1cc(Cc2ccc(F)cc2)c(=O)[nH]n1	130	123	116	94	95	111	106	71	148
COc1ccc(-c2nc3sccn3c2-c2ccnc(NCCNS(=O)(=O)c3ccc(F)cc3)n2)cc1	81	.	62	100	69	76	85	51	75
c1ccc2oc(-c3ccncc3)cc2c1	106	94	88	92	92	90	95	75	99
CCOC(=O)C1=C(N)N(c2ccccc2)C2=C(C(=O)CC(C)(C)C2)C1c1ccccc1Cl (stereo unspecified)	88	75	30	100	80	79	79	55	75
NC(=O)c1cc(Cl)ccc1NC(=O)/C=C/c1ccccc1	-0.7*	.	.	-6.3*	46	57	30	41	49
CCCCCCCCCCCCNc1ccc(S(=O)(=O)c2ccc(N)cc2)cc1	102	113	103	98	96	.	97	97	111
Cn1cc(-c2cc3nc(-c4cn(C)c5ncccc45)cc(N)n3n2)c2cc(F)ccc21	22	28	32	13	52	18	-42*	53	51
O=C(c1ccccc1)c1ccc2nc(-c3cccc(Cl)c3)[nH]c2c1	115	116	100	95	106	100	96	95	100
CC(CN1CC2CCC(CC2)C1)C(=O)c1cccs1 (stereo unspecified)	112	110	108	137	105	101	112	87	102
N[C@@H](Cc1ccccc1)[C@@H](O)C(=O)NCCc1ccccc1	109	96	104	104	96	99	102	87	101
COC(=O)c1nnn(-c2ccccc2)c1CNC(=O)c1ccccc1C(=O)O	111	110	92	105	106	106	96	91	100
CN1Cn2c(ccc2C(F)(F)F)C(=O)CS1(=O)=O	114	103	105	94	108	97	101	83	104
Nc1nc2c(s1)CN(Cc1ccccc1)CC2	108	101	98	108	98	96	101	83	97
C=CCNC(=S)Nc1c(N)n(C)c(=O)n(C)c1=O	115	102	.	99	107	107	100	89	108
O=C(Cn1nnc([N+](=O)[O-])n1)c1ccccc1	99	58	80	93	83	102	106	85	102
Cn1c(N)c(C(=O)/C=C/c2ccccc2)c(=O)[nH]c1=O	100	123	103	114	106	99	114	79	108
CS(=O)(=O)Oc1ccc(-c2ccc3sccc3c2)cc1	110	98	103	106	106	101	101	96	103
FC(F)(F)c1nc2ccccc2n1Cc1nnc(SCc2cn(-c3ccc(Cl)cc3Cl)nn2)o1	110	99	93	.	89	101	92	80	105
COc1ccc(-c2cc(-c3ccc(Cl)cc3)c(C#N)c(=O)n2CCCCC(=O)O)cc1	111	105	98	94	101	100	107	77	106
O=S1(=O)NCCCN1CCNc1nccc(-c2c(-c3cccc(O)c3)nc3sccn23)n1	74	112	106	70	81	59	77	94	43
N#Cc1cccc(F)c1	125	109	102	89	110	101	110	85	99
Nc1nc(Cl)cc(NCCCCNc2cc(Cl)nc(N)n2)n1	104	121	96	96	112	108	100	96	126
N#Cc1ccc2ccccc2c1	108	117	89	99	93	104	100	74	101
N#C/C(=C\c1ccc(-c2ccc(Cl)cc2Cl)o1)c1ccc(Cl)cc1	108	102	103	91	95	108	103	85	101
CCN(CC)c1ccc(/C=N\N2CCCCCC2)cc1	99&118	112&92	93&75	100&115	111&112	100&91	90&97	100&93	85&94
O=C1C(Br)CCCCC1(c1ccccc1)c1ccccc1 (stereo unspecified)	107	90	68	96	100	100	99	70	99
Cc1onc(-c2ccccc2Cl)c1C(=O)Cl	121	92	91	113	117	101	97	91	96
CSCc1nc2c([nH]1)c(=O)n(C)c(=O)n2C	121	101	89	.	110	102	85	90	83
COc1ccccc1NCc1ccc(CO)n1-c1ccc(C)cc1	111	100	80	95	95	104	96	60	87
CC(C)(C)OC(=O)CN1CCc2c(sc3ncnc(N4CCN(c5ccc(F)cc5)CC4)c23)C1	90	104	69	82	82	82	86	52	92
O=C(NO)c1cc(O)c(O)c(O)c1	105	107	101	.	99	117	109	96	93
CCN(CC)C(=O)COc1ccc(C=C2C(=O)NC(=O)NC2=O)cc1	104	106	108	106	100	107	102	91	102
CCN1C(=O)C=CC1=O	115	113	96	96	105	106	103	87	104
O=C1OS(=O)(=O)Nc2ccccc21	119	115	85	116	117	107	99	110	94
CCC(C)NC(=O)CC(C)C (stereo unspecified)	111	112	116	101	100	107	108	100	103
O=C(/C=C/c1ccc(N2CCOCC2)cc1)c1cc2ccccc2oc1=O	108	104	91	90	89	100	99	49	92
COc1cc(/C=C2\Cc3ccccc3C2=O)cc(OC)c1OC	101	104	83	94	98	96	.	77	103
Continued:
SMILES	DU-145	SF-295	PC-3	SF-539	SF-268	786-0	U251	UO-31	SN12C
CCC(C)(O)C(C)=O (stereo unspecified)	108	.	108	104	109	96	.	83	107
Cc1c[n+]([O-])ccc1[N+](=O)[O-]	110&116	106&107	96&87	107&94	104	110&107	102&106	100&94	98&97
COC(=O)c1c2c(c(C)[n+]([O-])c1C)C(=O)C=CC2=O	-79*	19	3.6*	-98*	-0.5*	-30*	-41*	-65*	-88*
CCC1C=Cc2ccccc21 (stereo unspecified)	97	.	91	97	96	96	99	76	96
Cc1ccc(-n2c(-c3ccccc3)c(-c3ccccc3)c3c(SCC(=O)NN)ncnc32)cc1	99	90	80	91	96	93	87	61	98
CC(=O)Nc1cc(C)cc(C)n1	101	104	100	101	96	.	100	95	111
Cc1ccc(S(=O)(=O)Oc2ccc(-c3ccc(OS(=O)(=O)c4ccc(C)cc4)cc3)cc2)cc1	100	109	75	106	99	101	90	77	90
COc1ccc(-c2nc3ccccn3c2-c2nc3ccc(OC)cc3[nH]2)cc1	104	.	76	92	107	107	95	84	90
CCN(CC)CCOc1ccc(/C(=C(\C)c2ccc(F)c(OC)c2)c2ccc(Cl)cc2)cc1	41	-22*	15	-68*	53	-65*	3.1*	7.5*	38
COc1ccc2c(C)cc(SCC(=O)Nc3c(C)n[nH]c3C)nc2c1	109	174	66	100	97	111	102	75	101
CCOC(=O)/C(C#N)=C(\CC)c1ccccc1	121	108	88	103	99	103	109	82	102
COc1ccc2c3c([nH]c2c1)C(=O)c1nc(C)ccc1C3=O	-73*	46	46	55	70	80	46	40	38
COc1ccc(NC(=O)Cn2c(/C=C/c3cccc([N+](=O)[O-])c3)nc3ccccc3c2=O)cc1	94	79	94	7.2*	72	-16*	36	23	76
COC1=CC(c2ccc[nH]2)=N/C1=C\c1[nH]c(C)c(C(=O)CCCCC(=O)NCc2ccccc2)c1C	17	51	-14*	57	55	19	11	14	45
COc1ccccc1/C(C)=N/NC(=O)CSc1nc2ccccc2c(=O)n1CCc1ccc(S(N)(=O)=O)cc1	107	100	94	95	94	104	99	77	95
C=C(/C=C/c1ccc(OC)cc1)CC(=C)/C=C/c1ccc(OC)cc1	109	107	98	100	105	98	103	81	106
COC(=O)C(N)CSCc1ccccc1 (stereo unspecified)	110	103	104	103	104	100	101	92	107
CCOC(=O)C1CCN(C(=O)CN2C(=O)c3ccccc3C2c2c[nH]c3ccccc23)CC1 (stereo unspecified)	103	91	78	104	99	98	92	89	94
COc1ccc(-c2cc(-c3cccnc3)[nH]c(=O)c2C#N)cc1	105	104	102	92	94	101	96	73	95
CC(=O)/C(N=O)=C(/C)O	117	98	90	88	105	103	102	88	93
COc1cc(C2=NN(C(=O)c3ccc(S(C)(=O)=O)cc3)C(c3ccc4c(c3)OCO4)C2)cc(OC)c1OC (stereo unspecified)	109	94	92	95	95	100	95	76	99
CCn1c2ccc(O)cc2c2c(C)c3c[n+](CCCCCC#N)ccc3c(C)c21	88	83	.	80	78	86	87	89	68
O=C(CN1C(=O)NC2NC(=O)NC21)Nc1ccccc1O (stereo unspecified)	110	99	97	103	96	102	104	79	98
C/C=C(/C)n1cnc2c(Nc3ccccn3)nc(Cl)nc21	109	104	95	102	99	101	100	81	94
COc1cccc(-c2c(C#N)c(-c3ccc(Cl)cc3)nc3c2c(-c2ccccc2)nn3-c2ccccc2)c1	105	104	87	96	96	99	93	81	99
Cn1cnc2ncnc(Oc3ccc(Br)cc3)c21	109	107	102	100	100	100	106	89	102
COc1cc(CNS(=O)(=O)c2ccc(C)cc2)ccc1OCc1cn(-c2cccc([N+](=O)[O-])c2)nn1	105	105	82	97	94	99	91	68	94
COC(=O)Nc1ncccn1	112	99	82	101	112	96	94	83	.
Cc1c(-c2nnc(-c3ccccc3)o2)nnn1-c1ccc([N+](=O)[O-])cc1	108	99	92	106	105	101	96	87	100
O=C1/C(=C/c2ccc(I)cc2)Cc2cc3c(cc21)OCO3	111	98	91	97	100	101	103	79	97
O=S(=O)(O)c1ccc2cc(O)c(O)cc2c1	113	110	111	101	104	108	103	83	95
CCOC(=O)c1nn(-c2ccccc2)cc1C(=O)c1cc2cc(Br)ccc2oc1=O	111	87	88	106	98	110	82	87	95
NS(=O)(=O)c1cccc(N2C(=O)c3c(Cl)c(Cl)c(Cl)c(Cl)c3C2=O)c1	102	98	94	99	93	103	104	83	100
CCOc1ccc(C(CN2CCOCC2)C(C)=O)cc1OC (stereo unspecified)	.	102	101	90	105	64	96	75	87
O=C1/C(=C\c2ccc(-c3ccccc3Cl)o2)C=C(c2ccc(Cl)cc2)N1Cc1ccccc1	115	86	66	117	117	87	82	89	78
O=C1/C(=C\c2cccn2CCCCCn2c3ccccc3c(=O)c3ccccc32)c2ccccc2N1c1c(Cl)cccc1Cl	111	103	73	97	96	104	93	76	100
O=C(NC1c2ccccc2Oc2ccccc21)c1ccc([N+](=O)[O-])cc1	111	103	97	108	93	105	109	77	102
O=C1NC(=O)C(C(=O)Nc2ccc(Cl)cc2)c2ccccc21 (stereo unspecified)	118	110	88	91	103	104	105	76	91
N#Cc1c(N)nc2c(nnn2-c2ccc(Cl)cc2)c1N	93	99	87	98	90	101	89	74	93
Cc1cc(C#Cc2ccccc2)ccc1-n1c(/C=C/c2cccc(Cl)c2)nc2ccccc2c1=O	100	87	32	94	88	81	85	51	80
CCCCCCNC(=O)Oc1ccc(/C(=C(/C)c2ccc(Cl)cc2)c2ccc(OCCN3CCCCCC3)cc2)cc1	86	70	49	67	77	64	56	52	70

Assay outcomes: PubChem BioAssay, NCI

Compounds as they come (roughly 9.4% active in at least one column).
